Screening data from PubChem.
AHR act – human AHR activation | AHR-responsive luciferase reporter cells, luminescence | activation, % at 5 µM | actives 2.5% (n = 320,000) | AID 2796; in the data active = activation above about 47%;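 also: 0% = vehicle wells and 100% = reference agonist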
procasp7 counter – counter-screen for procaspase-3 activators: activators of human procaspase-7; activation, % at 8.5 µM; recombinant procaspase-7, Ac-DEVD-pNA absorbance 405 nm; D23A/D198A/D206A triple mutant, cannot self-cleave; scale: DMSO 0, 5 µM enzyme 100; actives 0.093% (n = 330,000); P55210;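 active = percent activation above the screen-wide mean plus 3 SD, cut at about 25% in these data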
Target sequence (P55210 whole entry D23A/D198A/D206A): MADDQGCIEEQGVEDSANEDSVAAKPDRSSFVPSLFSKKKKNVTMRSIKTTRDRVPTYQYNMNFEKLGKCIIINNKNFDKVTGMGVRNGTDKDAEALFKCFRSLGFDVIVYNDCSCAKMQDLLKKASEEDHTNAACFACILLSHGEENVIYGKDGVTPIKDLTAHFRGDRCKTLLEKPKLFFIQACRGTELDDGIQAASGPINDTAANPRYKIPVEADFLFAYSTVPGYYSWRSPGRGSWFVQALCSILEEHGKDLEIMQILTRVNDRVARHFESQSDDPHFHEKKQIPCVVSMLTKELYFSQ
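Assay system: Uncleavable procaspase-7 mutant enzyme / Input: 2 µM procaspase-7 mutant as dispensed / Dosing: single nominal 8.5 µM compound dose, 0.8% DMSO final / Timing: 1 h enzyme–compound preincubation and 2 h substrate reaction, both 25 °C / Detection: p-Nitroaniline absorbance at 405 nm, read at 0 and 120 min / Replication: singlicate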
proCasp3 act – activators of human procaspase-3; P42574; recombinant procaspase-3 D3A, Ac-DEVD-pNA absorbance 405 nm; activation, % at 8.5 µM; actives 0.11% (n = 330,000);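 active = activation above the mean of all tested compounds plus 3 SD, cut at about 21% in these data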;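 also: 0% = DMSO alone and 100% = DMSO wells spiked with extra 5 µM PC-3 D3A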
Target sequence (P42574 whole entry D9A/D28A/D175A): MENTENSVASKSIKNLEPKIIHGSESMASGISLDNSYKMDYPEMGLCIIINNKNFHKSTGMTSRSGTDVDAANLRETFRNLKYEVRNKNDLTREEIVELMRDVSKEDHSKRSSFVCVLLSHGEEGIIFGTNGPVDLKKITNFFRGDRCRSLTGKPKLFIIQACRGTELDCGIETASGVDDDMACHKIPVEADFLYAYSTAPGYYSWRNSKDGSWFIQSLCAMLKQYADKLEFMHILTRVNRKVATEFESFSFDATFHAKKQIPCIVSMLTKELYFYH
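assay system = Procaspase-3 D3A mutant | signal = absorbance at 405 nm, 0 and 120 min | times = 1 h preincubation plus 2 h reaction at 25 °C | repeats = single replicate | read-out = % activation between DMSO and enzyme-spiked controls | medium = Zinc-free HEPES saline buffer with Triton X-100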
RPL19A TOR yeast – modulators of TOR pathway RPL19A-GFP in S. cerevisiae; S. cerevisiae RPL19A-GFP strain, flow cytometry, 3 h; active compounds read low; percent response vs DMSO, % at 10 µM; actives 0.3% (n = 330,000); AID 2025;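 active = percent response vs DMSO below 50%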;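 also: median channel GFP fluorescence of the barcoded RPL19A-GFP strain; ratio of sample median GFP to plate DMSO average so 100% = DMSO; lower means less RPL19A-GFP as with rapamycin TOR inhibition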
CIT2 TOR yeast – modulators of TOR pathway CIT2-GFP in S. cerevisiae; S. cerevisiae CIT2-GFP strain, flow cytometry, 3 h; 100 means same as DMSO wells; GFP response vs DMSO, % at 10 µM; actives 0.065% (n = 320,000); AID 2029;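 active = GFP response relative to DMSO above a set limit, near the screen mean plus 3 SD, cut at about 150% in these data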;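 also: ratio of well median GFP fluorescence to mean of DMSO wells on the plate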
MEP2 TOR yeast – modulators of TOR pathway MEP2-GFP in S. cerevisiae; AID 2016; S. cerevisiae MEP2-GFP strain, flow cytometry GFP, 3 h; 100% = DMSO control level; GFP response vs DMSO, % at 10 µM; actives 0.51% (n = 330,000);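 active = GFP response versus DMSO above a set limit, roughly screen mean plus 3 SD, cut at about 180% in these data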;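 also: median GFP fluorescence of the barcode-gated MEP2-GFP cells per well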
LAP4-GFP MLPCN – yeast TOR pathway LAP4-GFP modulation | S. cerevisiae LAP4-GFP multiplex, flow cytometry GFP, 3 h; median GFP as percent of DMSO wells | GFP response vs DMSO, % at 10 µM | actives 0.34% (n = 320,000) | AID 2023;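 active = GFP response vs DMSO above a set limit, about the screen mean plus 3 SD, cut at about 150% in these data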
AGP1-GFP MLPCN – alters AGP1-GFP fluorescence in TOR pathway yeast screen | S. cerevisiae AGP1-GFP multiplex flow cytometry, 3 h; GFP as percent of DMSO wells | actives 0.02% (n = 320,000) | GFP response vs DMSO, % at 10 µM;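 active = GFP response relative to DMSO above a set limit, near screen average plus 3 SD, cut at about 150% in these data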;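 also: median GFP channel fluorescence of the gated AGP1 strain per well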
The depositor's hits bear a star; nt = not tested or not shown.

Structure,AHR act,procasp7 counter,proCasp3 act,RPL19A TOR yeast,CIT2 TOR yeast,MEP2 TOR yeast,LAP4-GFP MLPCN,AGP1-GFP MLPCN
Cn1cc(Cl)c(-c2nc3ccccc3[nH]2)n1,1,9,0,98,112,104,96,104
COc1ccc(C)cc1NC(=O)COC(=O)c1ccc(OCc2ccc(Cl)cc2Cl)c(OC)c1,1,-3,-3,104,100,97,92,97
O=C(c1nc2ccccn2c1CNCCCn1ncc2ccccc21)N1CCOCC1,-1,-12,-1,97,100,103,99,99
O=C(O)CCc1ccc(-c2ccccc2)n1NC(=O)c1cccs1,-2,-11,-1,103,99,103,99,103
O=C(CN1CCN(Cc2ccccc2)C1=O)NCCCN1CCOCC1,1,5,2,100,87,91,92,103
CCC(C)(C)NC(=O)C(c1cccnc1)N(C(=O)c1csnn1)c1ccc(C)cc1 (configuration not stated),2,5,5,98,93,96,109,103
CCOC(=O)c1nnn(CC(=O)Nc2cc(Cl)ccc2C)c1C(=O)OCC,7,7,-4,92,89,96,90,91
CCC(C)(C)C1CCC(=NNC(=O)c2ccoc2C)CC1 (configuration not stated),8,1,0,98,82,96,89,97
Cc1ccc(C(=O)NCCc2nnc3ccc(SCC(=O)Nc4ccccc4C)nn23)cc1,-2,4,1,100,103,110,97,99
CCC(C)[C@H]1CNC(=O)C(=O)N1CCCc1cc(OC)c(OC)c(OC)c1 (some centres not stated),2,1,-2,103,110,101,99,109
COc1ccc(-c2nn(-c3ccccc3)cc2CNCCN2CCOC2=O)c(F)c1,24,4,2,105,116,116,106,108
COC(=O)C1CCN(C(=O)CCCOc2ccccc2)CC1,1,7,3,97,104,98,104,101
C=COCCCNc1ncnc2sc(-c3ccccc3)cc12,13,-5,0,100,90,105,114,84
Cc1ccc(NC(=O)CSc2ccccc2NC(=O)c2ccccc2Cl)cc1Cl,8,4,9,98,95,100,86,91
N#C/C(=C(/O)COc1ccccc1)c1nc2ccccc2s1,4,-9,-2,103,111,105,97,97
O=C1CN(c2nc3nonc3nc2N2CCCCC2)CCN1,2,8,10,102,104,115,116,111
CCOc1ccc2c(=O)c(Oc3ccccc3OCC)coc2c1,12,5,-2,87,68,131,114,95
Nc1nonc1-n1nnc(C(=O)N/N=C/c2cccc(O)c2)c1CN1CCCC1,nt,nt,nt,124,99,105,70,99
COC(=O)CN1C(=O)Nc2ccc(Br)cc2C1c1ccccc1 (configuration not stated),1,1,3,97,93,103,112,99
CC(=O)N1CCC(C(=O)N2CCN(S(=O)(=O)c3ccc(Cl)s3)CC2)CC1,-2,-4,-2,95,98,103,99,101
CCOc1ccc(C(=O)Nc2ncn[nH]2)cc1,23,5,0,101,103,103,98,98
N/C(=N\OC(=O)CCCc1ccccc1)c1ccccn1,-3,-4,7,103,112,111,86,93
C/C(O)=C\c1nc2ccccc2oc1=O,22,-7,-20,104,108,104,96,107
C#CCOC(=O)CCCNc1ccc([N+](=O)[O-])cc1[N+](=O)[O-],0,-4,-5,90,86,97,92,90
COc1ccc(N2C(=O)C3CCCN3C2c2ccccc2)cc1 (configuration not stated),-1,-3,4,98,98,101,104,101
Cc1ccc2cc(NC(=O)Cc3ccccc3)ccc2n1,-7,0,-11,98,86,109,102,97
NC(=O)NC(=O)CSc1nc2sc(-c3ccccc3)cc2c(=O)n1-c1ccccc1,-4,5,4,95,109,127,109,98
Cc1nc(-c2cccc(S(=O)(=O)N3CCOCC3)c2)cs1,0,-10,-14,92,88,91,95,94
CCc1ccc(OCc2nnc(NC(=O)c3cccs3)s2)cc1,16,-8,-3,95,95,104,93,95
CNC(=O)NNC(=O)c1nc(-c2ccccc2)c(C)o1,0,-3,7,100,117,91,108,115
O=C(OCC(=O)N1CCN(c2ccccc2)CC1)c1ccncc1,2,8,-2,103,98,102,100,101
COc1cccc(CN2CCNC(=O)C2CC(=O)NC2CCOCC2)c1OC (configuration not stated),-1,-10,0,96,102,93,123,106
C/C(=N\NC(=S)NC(C)C)c1ccc(Cl)c([N+](=O)[O-])c1,5,8,-2,109,103,114,107,107
Cc1sc(NC(=O)Cn2[nH]c(=O)c3ccccc3c2=O)nc1-c1ccccc1,41,0,-5,104,97,100,91,102
Cc1ccc(S(=O)(=O)NC(C)C(=O)NCc2ccc(Cl)cc2)cc1 (configuration not stated),1,9,-12,94,101,89,104,100
CCCCCn1c(NCc2ccco2)nc2ccccc21,0,6,6,102,105,109,97,101
O=S1(=O)CCOCCCN1Cc1cccc(F)c1,-2,8,-1,98,100,90,103,93
Clc1ccc(CN2CCN(/N=C/c3ccco3)CC2)cc1,-3,0,-6,118,117,105,108,107
COc1cccc(NC(=O)CS(=O)(=O)c2cn(CC(=O)N3CCOCC3)c3ccccc23)c1,2,8,-11,100,101,107,102,102
COc1ccc(C(C)=O)cc1COc1ccc(Cl)cc1Cl,-5,6,-5,103,nt,100,nt,nt
BrC(=C\c1ccccc1)/C=N/N1CCN(c2ccccn2)CC1,14,-8,3,95,90,105,104,92
CC(C)CNC(=O)CN1C(=O)NC2(CCc3ccccc32)C1=O (configuration not stated),-1,4,4,108,103,105,99,103
CCOc1cc(C(=O)N2CCC(CC3CC(c4cccc(Br)c4)=NO3)(C(=O)NCC3CCCCC3)CC2)cc(OCC)c1OCC (configuration not stated),4,1,-10,89,100,140,140,107
Cc1ccc([N+](=O)[O-])c(OCC(=O)OCC(=O)c2ccccc2)c1,-2,-6,6,97,95,96,95,98
CC1C(=O)N2CCCc3cc(NC(=O)C(=O)NCc4cccnc4)cc1c32 (configuration not stated),2,13,2,96,98,101,98,100
CCOC(=O)C1CCN(S(=O)(=O)CCNC(=O)c2ccc3c(c2)OCO3)CC1,0,12,7,97,96,97,119,106
O=C(c1cnc2nc3ccccc3n2c1)c1cc(F)ccc1O,28,1,-8,95,96,91,90,91
CC(=O)N1c2ccc(S(=O)(=O)N3CCC(C(=O)NCc4ccc(N(C)C)cc4)CC3)cc2CC1C (configuration not stated),1,-1,-6,101,100,100,102,99
O=C(CSc1n[nH]c(-c2ccncc2)n1)NCCc1ccccc1,0,13,-3,101,104,99,104,104
O=c1cc(C(F)(F)F)nc(-c2ccccc2OC(F)(F)F)[nH]1,5,4,-2,107,108,111,116,110

(next part)
Structure,AHR act,procasp7 counter,proCasp3 act,RPL19A TOR yeast,CIT2 TOR yeast,MEP2 TOR yeast,LAP4-GFP MLPCN,AGP1-GFP MLPCN
Cc1nn(C(C)(C)C)c(OC(=O)c2ccc(Br)o2)c1Sc1ccccc1,0,-11,-3,100,99,103,102,95
O=C(c1cccc(F)c1)N1CCN(C(=O)c2cc3nc(-c4ccco4)cc(C(F)(F)F)n3n2)CC1,1,-1,4,94,96,100,88,94
O=C(CSc1nc2ccccc2nc1N1CCCCC1)Nc1ccc(F)cc1,19,5,13,102,104,102,104,102
O=C(CN(Cc1ccc(F)cc1)C(=O)CCC(=O)Nc1nccs1)NCc1ccccc1,2,-2,12,101,105,102,93,102
Cc1ccc(C(=O)CCC(=O)OCC(=O)Nc2c(C)nn(-c3ccccc3)c2C)cc1,1,-2,0,98,95,97,102,105
COc1ccc(-c2ccnc3c(Br)c(C)nn23)cc1,19,-10,2,91,71,96,113,87
O=C(CCC(=O)N1CCN(S(=O)(=O)c2ccc(Cl)cc2)CC1)Nc1ccc2ccccc2c1,3,2,6,98,94,101,102,101
CCCc1cc(=O)[nH]c(SCC(=O)NC)n1,-2,-4,9,nt,108,104,99,101
C=CCn1c(SCC(N)=O)nnc1-c1cc2c(s1)CCC(CC)C2 (configuration not stated),6,-1,0,99,94,110,96,94
OCCCNc1ncnc2scc(-c3ccc(Cl)cc3)c12,nt,nt,nt,99,91,110,107,94
O=C(N/N=C1\SCC(=O)N1CCc1ccccc1)c1cccs1,51*,-1,-2,97,102,102,104,100
O=c1ccnc(NCCc2ccccc2)[nH]1,34,10,-4,99,100,99,96,nt
CC(=O)Nc1ccc(NS(=O)(=O)c2cc(Cl)ccc2Cl)cc1,-1,9,-1,95,99,95,101,105
CCSc1nnc(SCC(=O)N2CCN(C(=O)c3ccco3)CC2)s1,0,1,-11,152,112,144,124,103
O=C(/C=C/c1c(Cl)cccc1Cl)Nc1ccncc1,-2,-3,-2,94,93,99,99,95
CCC(=O)N1CCc2cc(Br)cc(S(=O)(=O)N3CCC(C(=O)NC(C)(C)C)CC3)c21,1,1,3,101,104,101,98,104
O=C(NC(=S)N1CCc2ccccc21)C1CCC1,11,-5,0,104,113,115,98,107
CCCn1c(SCC(=O)NCc2ccccc2)n[nH]c1=O,2,8,-2,97,96,101,93,94
CC(=O)Nc1ccc(S(=O)(=O)NCCC(=O)Nc2ccc(C)c(F)c2)cc1,2,6,-2,95,95,93,103,93
Cc1cc(NC(=O)Cc2ccccc2C)no1,0,-5,9,102,103,116,94,98
CCOC(=O)c1sc(NC(=O)c2c(CC)noc2C)nc1C,-2,12,6,108,95,108,109,105
COc1ccccc1N1CCN(C(=O)Oc2ccccc2)CC1,-4,1,1,94,93,102,105,97
COc1ccc(CNC(=O)c2ccc[nH]2)cc1Cl,2,10,0,100,105,104,66,87
Cc1ccc(/C=C/C(=O)OC(C)C(=O)Nc2ncc(Cl)cc2Cl)o1 (configuration not stated),1,-1,6,106,105,112,95,104
Cc1cccc(C(=O)OCC(=O)NCC2COc3ccccc3O2)c1 (configuration not stated),-1,-2,0,94,85,97,100,91
CC(C(=O)NC1CCCC1)N(c1ccc(Oc2ccccc2)cc1)S(C)(=O)=O (configuration not stated),3,6,0,97,94,98,93,99
Cc1ccc(C(=O)NNC(=O)c2ccco2)cc1,1,10,-7,104,106,107,105,102
CCNc1nc(C(=O)O)nc(N2CCOCC2)n1,-2,5,0,100,99,115,112,105
CC(C)(C)OC(=O)N1Cc2ccccc2C[C@H]1C(=O)NCC(=O)NC1CCCCC1,2,5,-3,78,88,95,83,15
CN(Cc1cnn(C)c1)Cc1nc(Cc2ccccc2Cl)no1,-1,20,-3,102,107,100,99,105
Oc1ccc(O)c(Cc2nc3ccccc3s2)c1,4,-11,3,98,98,101,98,99
Cc1cc(S(=O)(=O)n2ccnc2)c(Cl)cc1Cl,-3,-5,-4,95,81,95,109,95
COCCCn1c(=N)c(C(N)=S)cc2c(=O)n3cccc(C)c3nc21,12,-35,-30,101,101,104,115,100

Fetched by structure from the entries so far, 2 records:
Structure,AHR act,procasp7 counter,proCasp3 act,RPL19A TOR yeast,CIT2 TOR yeast,MEP2 TOR yeast,LAP4-GFP MLPCN,AGP1-GFP MLPCN
Cc1ccc(C(=O)NNC(=O)c2ccco2)cc1,1,10,-7,104,106,107,105,102
CC(C)(C)OC(=O)N1Cc2ccccc2C[C@H]1C(=O)NCC(=O)NC1CCCCC1,2,5,-3,78,88,95,83,15
